USP1 inh – inhibitors of human USP1/UAF1 deubiquitinase. O94782. recombinant USP1/UAF1, Ub-Rhodamine cleavage fluorescence. Potency, µM (titrated, usually from 57.1 µM), for inactives: top-dose activity change, negative = inhibition, actives largely listed as inhibitors. 390,000 tested, 0.23% active. AID 743255; note: potency is the fitted concentration of half-maximal effect; % is set by controls: 0 for no effect and ±100 for the full control effect; nearly all actives have a fitted effect of over 60% in size; inactives centre near -12
Target sequence (O94782 whole entry, looked up): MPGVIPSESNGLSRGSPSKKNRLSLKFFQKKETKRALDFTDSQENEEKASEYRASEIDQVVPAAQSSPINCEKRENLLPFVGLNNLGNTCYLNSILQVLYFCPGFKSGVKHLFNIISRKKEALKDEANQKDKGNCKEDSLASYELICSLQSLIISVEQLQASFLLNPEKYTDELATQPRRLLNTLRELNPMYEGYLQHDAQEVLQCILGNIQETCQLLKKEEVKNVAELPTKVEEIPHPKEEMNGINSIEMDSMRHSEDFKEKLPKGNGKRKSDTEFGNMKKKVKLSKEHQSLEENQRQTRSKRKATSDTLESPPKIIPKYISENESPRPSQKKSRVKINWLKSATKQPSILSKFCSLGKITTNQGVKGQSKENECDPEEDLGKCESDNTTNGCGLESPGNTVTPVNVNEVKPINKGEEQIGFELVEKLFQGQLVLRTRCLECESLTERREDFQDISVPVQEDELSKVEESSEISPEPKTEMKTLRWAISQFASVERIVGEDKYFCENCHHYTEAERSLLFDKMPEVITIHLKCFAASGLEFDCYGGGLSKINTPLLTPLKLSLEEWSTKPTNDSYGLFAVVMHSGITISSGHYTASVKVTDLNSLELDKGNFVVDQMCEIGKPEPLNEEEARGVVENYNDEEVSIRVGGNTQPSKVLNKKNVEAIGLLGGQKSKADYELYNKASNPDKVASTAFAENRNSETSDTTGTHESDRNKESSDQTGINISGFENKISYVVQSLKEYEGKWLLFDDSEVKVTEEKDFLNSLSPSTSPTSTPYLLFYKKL
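Step one: compound is pinned into 1nM USP1/UAF1 in HEPES pH 7.8 buffer with TCEP. Step two: 15 min room-temperature incubation. Step three: Ub-Rho (150nM final) starts cleavage, tracked by fluorescence over six one-minute reads.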
rTrxR1 inhibitor – blocks rat thioredoxin reductase 1. recombinant rTrxR1, NADPH fluorescence consumption, selenite substrate. 390,000 tested, 1% active. Potency, µM (series often up to 114 µM), for the others: top-dose activity change, negative = inhibition, actives largely listed as inhibitors. O89049; note: potency is the fitted concentration of half-maximal effect; % is set by controls: 0 for no effect and ±100 for the full control effect; nearly all actives have a fitted effect of over 65% in size
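Rat TrxR1 (90 nM in the dispensed reagent) was pre-reduced with 400 uM NADPH for 5 min at room temperature, then incubated with compound for 15 min. After 400 uM selenite was added, NADPH fluorescence (Ex 340/Em 450 nm) was followed for 8 min.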
IDH1 R132H inh – human IDH1 R132H inhibition | Potency, µM (series often up to 76.6 µM), inactives show top-dose activity change, negative = inhibition, actives largely listed as inhibitors | O75874 | 390,000 tested, 0.093% active | AID 602179 | IDH1-R132H enzyme, NADPH consumption, diaphorase/resazurin fluorescence; note: potency is the fitted concentration of half-maximal effect; % is set by controls: 0 for no effect and ±100 for the full control effect; nearly all actives have a fitted effect of over 65% in size
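IDH1-R132H (0.5 ug/mL dispensed) in pH 7.5 Tris buffer was preincubated 30 min with compound, then given a substrate mix of 0.016 mM NADPH and 2 mM alpha-KG for 80 min at room temperature; remaining NADPH was read by diaphorase/resazurin fluorescence.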
D2 ag – activates the human D2 dopamine receptor. P14416. HEK293 T-REx D2 cells, calcium flux agonist mode. activation, % at 2 µM. 340,000 tested, 0.53% active. AID 485358;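 active = activation over 3 SD above normal in the single-dose calcium agonist read, cut at about 30% in these data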; note: 0% is about no effect
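In this primary screen, compounds producing a positive calcium signal within 180 s of addition to tetracycline-induced, force-coupled HEK293 Trex D2 cells are flagged; cells are dye-loaded with a no-wash calcium kit beforehand.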
TRHR ag – activates the human TRH receptor. P34981. TRHR cells, calcium flux fluo-8, FDSS agonist mode. activation, % at 2 µM. 360,000 tested, 0.18% active. AID 493084; in the data active = activation above about 30%; note: 0% is about no effect
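Steps: seed TRHR cells overnight; add fluo-8 no-wash Ca dye, RT 30 min–1.5 h; record 10 s baseline; pin-transfer compounds; monitor fluorescence 1 cycle/s for the agonist window. Calcium increases flag candidate agonists.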
Pin1 inhibitor – inhibitors of human Pin1; Q13526; 390,000 tested, 0.009% active; Potency, µM (doses to about 115 µM), without a hit: at the highest dose activity, negative = inhibition, hits mostly inhibitors; Pin1 FP peptide displacement, HiFluor488, 10 min; active = well fitted inhibition curve with a large enough effect in the polarisation, with a control signal flat, not every such curve was filed as active; inconclusive = small, poorly fitted or top-dose-only effect, or effect the other way, or a change in a side signal; inactive = no such curve, though single readings can be large or run the other way; the % refers to the polarisation; note: potency is the fitted concentration of half-maximal effect; % is set by controls: 0 for no effect and ±100 for the full control effect
Target sequence (Q13526 whole entry, looked up): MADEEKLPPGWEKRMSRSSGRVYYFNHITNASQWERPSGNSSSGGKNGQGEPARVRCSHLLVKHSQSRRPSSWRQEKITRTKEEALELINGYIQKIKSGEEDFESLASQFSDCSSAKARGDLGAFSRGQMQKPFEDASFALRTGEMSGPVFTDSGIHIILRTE
TrxR1 substrate – rat thioredoxin reductase 1 substrate activity. O89049. purified TrxR1 substrate turnover, NADPH consumption readout. Potency, µM (top dose mostly 114 µM), inactives show at the highest dose activity change, negative = substrate turnover. 390,000 tested, 0.01% active. AID 588456; note: potency is the fitted concentration of half-maximal effect; % is set by controls: 0 for no effect and ±100 for the full control effect; nearly all actives have a fitted effect of over 50% in size
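Rat TrxR1, dispensed at 90 nM, was prereduced with 400 uM NADPH (final) for 5 min at ~22 deg C, then incubated with compound 15 min before 400 uM selenite. A first-read NADPH fluorescence drop versus no-compound background flagged substrates.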
D2 antag – D2 dopamine receptor (human) antagonism; HEK293 TREx D2 cells, calcium flux, dopamine EC80; AID 485344; inhibition, % at 10 µM; P14416; 340,000 tested, 2% active; in the data active = inhibition above about 30%; note: 0% is about no effect
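Dopamine at EC80 is the agonist stimulus; test compounds precede it by 180 s. Calcium flux read kinetically in a force-coupled, inducible HEK293 T-REx D2 cell line.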
TRHR enhancer – allosterically enhances the human TRH receptor | P34981 | TRHR cells, fluo-8 calcium fluorescence, EC20 TRH enhancement | enhancement, % at 2 µM | 360,000 tested, 0.66% active | AID 493056; in the data active = enhancement above about 30%; note: 0% is about no effect
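TRHR-expressing cells loaded with fluo-8 calcium dye were read kinetically (ex 480/em 530) during compound addition, then stimulated with an EC20 of TRH (10 nM final). Enhancement of the Gq-mediated intracellular calcium response was scored.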
* hit, by the source's call; u = inconclusive; x = not tested or not shown; & = joins results of further samples; [ ] = another dose, or the depositor's remark. Unless noted, calls come from the whole dose curve; as a rule, active = well fitted inhibition curve with a large enough effect; inconclusive = small, poorly fitted or top-dose-only effect; inactive = no such curve, though single readings can be large or run the other way.

Results follow in this order: rTrxR1 inhibitor | USP1 inh | D2 ag | TrxR1 substrate | TRHR enhancer | TRHR ag | IDH1 R132H inh | Pin1 inhibitor | D2 antag
> Cn1cc(C(N)=O)c2ccccc21
→ 0% | 6% | 0.2 | -3% | -2 | -0.3 | -10% | -1% | -9
> Cc1cccc(C(=O)Nc2ccc(C(=O)c3ccccc3)cc2)c1
→ 5% | -16% | x | -10% | x | x | 22% | -1% | x
> CC(=O)c1cccc(NC(=O)c2ccc3c(c2)CCN3S(=O)(=O)c2ccccc2)c1
→ 14%&30% | u | 0.1&0.5 | -5%&2% | 4&8 | 0.8&1.5 | -9%&-6% | 6%&20% | 4
> CC(=O)NN1C(=O)/C(=C\c2ccc(C)cc2)SC1=S
→ 8% | -14% | -1.0 | 3% | 7 | -0.3 | 0% | -1% | 12
> Cc1ccc(N2CC(C(=O)Nc3ccccc3OC(F)F)CC2=O)cc1 (centres undefined)
→ 16% | -11% | -0.1 | -4% | 4 | 2.3 | -4% | 1% | 2
> COc1cccc(N2CC(NC(=O)c3ccc4ccccc4c3)CC2=O)c1 (centres undefined)
→ 10%[57.1 µM] | -12% | 4.1 | 6%[57.1 µM] | -2 | -0.3 | -10% | -5% | 34*
> O=C(Cn1nnc(-c2ccccc2)n1)N1CCCCC1
→ -9% | -6% | -0.8 | -7% | -1 | 0.1 | 3% | 1% | -1
> COC(=O)c1ccc2c(=O)n(CCN3CCOCC3)c(SCC(=O)Nc3cccc(OC)c3)nc2c1
→ 4% | -17% | -0.3 | 0% | -2 | -0.4 | -8% | 0% | -3
> CC(C)Oc1ccc(C(=O)Nc2ccccc2N2CCOCC2)cc1
→ 24% | -2% | -1.3 | -5% | -4 | -0.2 | 3% | -11% | -5
> COc1ccc(-c2nnc(SCc3ccccc3F)o2)cc1OC
→ 0% | -11% | -1.0 | 3% | -7 | -0.1 | 5% | -6% | 20
> N#Cc1c(NC(=O)c2ccccc2)sc2c1CCC2
→ 2%[57.1 µM] | -4% | 0.7 | 13% | 12 | -1.2 | 0% | u | -7
> Cc1ccc(Cn2c(=N)c(C(=O)NCCN3CCOCC3)cc3c(=O)n4ccccc4nc32)cc1
→ 33% | -4% | -0.4 | -1% | -8 | -1.1 | -2% | -2% | 0
> Oc1c(CN2CCN(c3ccccn3)CC2)cc(Cl)c2cccnc12
→ 15%[57.1 µM] | -20% | 83* | -7%[57.1 µM] | -2 | 1.2 | 10% | 5% | 89*
> CCCCCNCc1ccc(OCc2ccc(Cl)nc2)c(OC)c1
→ -12% | -3% | 1.6 | -14% | -3 | 1.2 | -6% | -3% | 18
> O=C(OCC(=O)N1CCc2ccccc2C1)c1ccc(OC(F)F)cc1
→ 1% | -5% | -0.2 | -8% | -2 | -1.4 | 5% | 2% | 15

Next section:
Results follow in this order: rTrxR1 inhibitor | USP1 inh | D2 ag | TrxR1 substrate | TRHR enhancer | TRHR ag | IDH1 R132H inh | Pin1 inhibitor | D2 antag
> Cc1cccc(C)c1NC(=O)NC1(C(=O)N2CCN3CCCC3C2)CCCCC1 (centres undefined)
→ -15% | u | 0.2 | -8% | -2 | 0.3 | -12% | -3% | -1
> O=C(NCC(c1cccs1)N1CCOCC1)c1cc(S(=O)(=O)N2CCOCC2)ccc1Cl (centres undefined)
→ -3% | -9% | x | 7% | x | x | 10% | 5% | x
> CCOc1ccccc1N1CCN(CC(=O)N(CC(C)C)c2c(N)n(CC(C)C)c(=O)[nH]c2=O)CC1
→ 14%[57.1 µM] | -11% | 1.5 | -2%[57.1 µM] | -15 | 0.8 | 10% | 2% | 20
> COc1ccc(CCNC(=O)C2CCC(=O)N(C3CCCCCC3)C2)cc1 (centres undefined)
→ 10% | -12% | 1.1 | 0% | 0 | 0.4 | -1% | 3% | 12
> CN(Cc1nc2ccc(F)cc2[nH]1)Cc1nc(CC2CC2)no1
→ 7% | -5% | -0.7 | 3% | -7 | -1.2 | 3% | 10% | -20
> Nc1cccc(C(=O)Nc2ccco2)c1
→ 3% | -3% | 1.3 | -5% | 1 | 1.0 | 2% | -1% | -3
> COc1cccc(CCc2nc3ccccc3c(=O)n2N)c1
→ 3% | -10% | x | -11% | x | x | -18% | -4% | x
> COc1ccc(CCNCC(O)c2ccccc2)cc1 (centres undefined)
→ 18%[57.1 µM] | 1% | -2.9 | 3% | -1 | -0.4 | -3% | 2% | -34
> COc1cc(C)c(C(C)C)cc1S(=O)(=O)N1CCOCC1
→ 4% | 4% | x | 4% | -4 | 0.0 | 1% | -1% | x
> CN1CCN(C(=O)CSc2nc3ccc(NC(=O)c4ccccc4F)cc3s2)CC1
→ -10% | -14% | -0.1 | -9% | -4 | 0.5 | -6% | 6% | -12
> CCOC(=O)c1cc(NC(=O)COC)ccc1O
→ x | x | 0.3 | x | 3 | 1.5 | x | x | 4
> COc1ccccc1N1C(C)=CC(=C(C#N)c2nc3ccccc3s2)C=C1C
→ 2% | u | 11 | -11% | -6 | 46* | 0% | u | -3
> Cc1cc(C(=O)OCC(=O)N(CC(C)C)c2c(N)n(Cc3ccccc3)c(=O)[nH]c2=O)c2ccccc2n1
→ 8% | -18% | x | 5% | -2 | 0.1 | -1% | -1% | x
> Cc1ccc(Nc2nc(N)nc(COC(=O)c3ccc(Br)o3)n2)cc1
→ -8% | -6% | -0.4 | -13% | 5 | -0.5 | 7% | 4% | -4
> O=C(COC(=O)c1ccc(O)cc1)NCCC1=CCCCC1
→ 8%[57.1 µM] | -4% | 1.5 | 7%[0.0914 µM] | -2 | -0.6 | 0% | 3% | -4

Additional records.
Results follow in this order: rTrxR1 inhibitor | USP1 inh | D2 ag | TrxR1 substrate | TRHR enhancer | TRHR ag | IDH1 R132H inh | Pin1 inhibitor | D2 antag
> CCC(=O)c1ccc(OCC(=O)NCc2ccccc2CN2CCCC2)cc1
→ -11% | -17% | x | -5% | x | x | 5% | -11% | x
> CCCn1c(N)c(C(=O)CSc2nc3ccccc3c(=O)n2-c2ccc(OC)cc2)c(=O)[nH]c1=O
→ 17% | -15% | 0.1 | 10%[57.1 µM] | 6 | -0.7 | 0% | 2% | 33*
> CCn1ncc(C2=NOC(C(=O)Nc3cccnc3)C2)c1C (centres undefined)
→ 22% | -2% | 0.4 | 6% | -2 | 0.5 | 3% | -2% | 4
> CCOc1ccc(-c2cc(NC(=O)Nc3ccccc3C(F)(F)F)c(C(=O)OC)s2)cc1
→ 7% | -14% | -0.6 | 95%[activator] | 1 | -0.1 | 11% | 5% | x
> O=C1/C(=C/c2cccs2)SC(=S)N1CCCC(=O)N(CCO)c1ccccc1
→ -4%[57.1 µM] | 0% | -3.1 | -11% | -2 | 0.5 | 5% | 0% | -10
> O=C(CCl)c1cc2c3c(c1)CC(=O)N3CCC2
→ 89µM* | -19% | x | -11% | -5 | 1.6 | 7% | -1% | x
> O=C(c1cc2ccccc2o1)N1CCC(N2CCC(C(=O)N3CCCC3)CC2)CC1
→ 37%[57.1 µM] | -12% | 0.0 | -14%[57.1 µM] | 1 | -0.4 | 6% | 9% | 16
> COc1ccc(N2CCN(C(CNC(=O)OCc3ccccc3)c3ccco3)CC2)cc1 (centres undefined)
→ -6%[57.1 µM] | -13% | -0.9 | -3%[57.1 µM] | 3 | -0.3 | 5% | 4% | 2
> NS(=O)(=O)c1ccc(-c2cccc(/C=C3\SC(=O)NC3=O)c2)cc1
→ -21% | u | -0.9 | 2% | 1 | 0.2 | -13% | -8% | -39
> O=C(COC(=O)COc1ccccc1)NCc1ccco1
→ -1% | -2% | 0.9 | 6% | 0 | 0.3 | 4% | 6% | -3
> S=c1[nH]nc(-c2cccc(Br)c2)o1
→ -26% | -21% | -0.1 | -4% | 25 | -0.3 | -1% | -5% | 5
> Nc1ccc(CSc2ccc(Cl)cc2)cc1
→ 1%[57.1 µM] | -9% | -0.2 | -4%[57.1 µM] | -1 | 0.5 | -12% | -3% | 5
> C/C(=N\NC(=O)CSCc1ccc([N+](=O)[O-])cc1)c1cccc(Br)c1
→ 11% | -8% | x | -4% | -3 | 0.0 | 0% | 4% | x
> CC(=O)N1c2ccc(S(=O)(=O)NCC3CCC(C(=O)NC4CCCCC4C)CC3)cc2CC1C (centres undefined)
→ 23% | -24% | 1.1 | 5% | 0 | -0.4 | -7% | -1% | -7
> CC(C)(O)CN(CCCNC(=S)Nc1ccccc1)C(=S)Nc1ccccc1
→ 11%[11.4 µM] | -10% | x | 7%[11.4 µM] | x | x | 2% | 0% | x
> CCc1ccc(NC(=S)N(CCCN2CCOCC2)Cc2ccccn2)cc1
→ 1%[57.1 µM] | -11% | 0.4 | 9%[57.1 µM] | 9 | 0.8 | -2% | 2% | -3
> O=C1CNC(=O)/C1=C\N1CCCCC1
→ -6% | -21% | 0.8 | 0% | 4 | 0.6 | -2% | -2% | -19

Screening results as filed in PubChem.

Only part of the results is shown, so the mix of outcomes need not match the whole.
